GPR151 activ = activators of human GPR151. PathHunter beta-arrestin GPR151 cells, luminescence. activation, % at 11.2 µM. AID 1508602. hit rate 1% among 650,000; in the data active means activation above about 4.9%;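 further: 0% = median of compound wells and 100% = cells with positive control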
Target sequence (Q8TDV0 whole entry, looked up): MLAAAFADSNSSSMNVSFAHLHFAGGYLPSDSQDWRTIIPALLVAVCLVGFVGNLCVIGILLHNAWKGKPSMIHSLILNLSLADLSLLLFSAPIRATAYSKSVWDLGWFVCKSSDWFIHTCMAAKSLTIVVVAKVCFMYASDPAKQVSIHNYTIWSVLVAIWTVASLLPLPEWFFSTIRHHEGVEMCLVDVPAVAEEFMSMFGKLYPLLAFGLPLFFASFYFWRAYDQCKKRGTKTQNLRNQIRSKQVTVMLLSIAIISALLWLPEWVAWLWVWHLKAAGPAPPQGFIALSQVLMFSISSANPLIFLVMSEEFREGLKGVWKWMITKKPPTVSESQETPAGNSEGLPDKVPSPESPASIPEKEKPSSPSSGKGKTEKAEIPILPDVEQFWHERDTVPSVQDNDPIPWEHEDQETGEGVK
TEAD-YAP inh = TEAD-YAP interaction inhibition; HEK-TIYL cells, TEAD-Gal4/YAP UAS-luciferase luminescence; inhibition, % at 9.12 µM; hit rate 1.4% among 640,000; in the data active means inhibition above about 32%;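 further: 0% = median of test compound wells and 100% = reference inhibitor wells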
MITF inh = inhibitors of human MITF; O75030; inhibition, % at 2.6 µM; hit rate 0.91% among 650,000; AlphaScreen MITF homodimerization, bead proximity signal; AID 1259374; in the data active means inhibition above about 50%;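 further: 0% = vehicle wells with protein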
Target sequence (O75030 whole entry, looked up): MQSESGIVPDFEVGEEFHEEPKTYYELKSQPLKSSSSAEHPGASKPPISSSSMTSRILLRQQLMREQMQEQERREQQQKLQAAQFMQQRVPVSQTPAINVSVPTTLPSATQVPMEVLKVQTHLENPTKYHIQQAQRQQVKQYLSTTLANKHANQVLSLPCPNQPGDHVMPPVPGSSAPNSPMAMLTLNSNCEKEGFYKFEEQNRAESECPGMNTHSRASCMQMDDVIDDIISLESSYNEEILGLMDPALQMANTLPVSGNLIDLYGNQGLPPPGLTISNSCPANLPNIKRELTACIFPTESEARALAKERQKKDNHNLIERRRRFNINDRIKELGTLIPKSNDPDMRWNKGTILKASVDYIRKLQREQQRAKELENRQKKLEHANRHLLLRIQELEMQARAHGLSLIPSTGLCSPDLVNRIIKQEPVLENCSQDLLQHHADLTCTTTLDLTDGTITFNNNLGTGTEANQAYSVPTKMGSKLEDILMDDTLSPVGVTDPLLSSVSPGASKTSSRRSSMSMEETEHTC
FBW7 activator = activators of human E3 ligase FBW7 | AID 1259310 | normalized activity (activation), % at 26.1 µM | hit rate 0.13% among 650,000 | Q969H0 | AlphaScreen FBW7–phospho-cyclin E peptide binding, activator screen; in the data active means normalized activity above about 1.9%;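 further: purified mutant Fbw7 with reduced substrate affinity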
* hit, by the source's call.

SMILES	GPR151 activ	TEAD-YAP inh	MITF inh	FBW7 activator
O=C(Nc1nc2ccccc2[nH]1)C12CC3CC(CC(Cl)(C3)C1)C2	2.4	-12	-7	-0.3
O=C(NC1(C(F)(F)F)NC(=O)N(Cc2ccco2)C1=O)c1ccc(Cl)cc1 (stereo not given)	0.4	3	-4	0.2
CO/N=C(/C(=O)N[C@@H]1C(=O)N2C(C(=O)O)=C(CSc3nc(=O)c(=O)[nH]n3C)CS[C@H]12)c1csc(N)n1	-1.4	-14	-1	-0.1
C#CCOc1ccc(/C=C2\NC(=O)N(Cc3ccc(Cl)cc3)C2=O)cc1Br	-1.7	12	7	0.4
NC(=O)NCCCC1NC(=S)N(c2ccccc2)C1=O (stereo not given)	1.2	7	-6	0.4
O=C(COC(=O)c1ccc2c(c1)C(=O)N(c1ccc(Br)cc1)C2=O)c1ccccc1	1.6	0	2	-0.1
CCc1cc2c(cc3c(=O)n(CC(=O)NCC4CCCN4CC)nc(CC)n32)s1 (stereo not given)	-0.7	5	5	0.1
Cc1cc(C)nc(Sc2ccc(N)cc2)n1	2.1	-4	9	-0.2
CS(=O)(=O)N1CCC(Oc2cccc(C(=O)N3CC[C@@H]4CCCC[C@H]4C3)c2)CC1	0.8	9	10	0.2
Cc1ccc(NC(=S)NCCc2ccc(S(N)(=O)=O)cc2)cc1C	2.4	-5	7	0.9
CCC(=O)N1CCN(c2ccc(NC(=S)NC(=O)c3cccc([N+](=O)[O-])c3)cc2)CC1	4.0	6	3	0.0
Cc1nc(C)c(-c2ccc(OCCNC(=O)c3cc(-c4ccccc4)nn3C)nn2)s1	-1.0	8	8	-0.2
CN1C(=O)c2ccc(NC(=O)c3cc(I)ccc3Cl)cc2C1=O	0.3	-3	8	0.1
CCOc1ccc(-n2c(C)cc(/C=N/N(C)C)c2C)cc1	0.5	-8	3	0.2
CN(CCN(C)/N=C/c1ccc(N(C)C)cc1)/N=C/c1ccc(N(C)C)cc1	-0.9	7	-6	0.6
O=C(CCNS(=O)(=O)c1ccc(Cl)cc1)NCc1cccnc1	-0.4	-12	2	0.2
CCN(CC)c1nc(Nc2ccccc2)nc(Nc2ccc(-n3ccnc3)cc2)n1	6.6*	-6	8	0.4
Cc1cccc(C)c1NC(=O)CSc1nnc(-c2cccnc2)o1	-0.5	-13	9	0.1
CC1CCCCN1C(=O)CSc1nc(-c2ccccc2)cc(=O)[nH]1 (stereo not given)	-0.6	-2	24	0.1
COc1ccc(N(CC(=O)NC(C(C)C)C(C)C)S(=O)(=O)c2ccccc2)cc1	-1.3	-14	3	0.8
O=C(NCc1ccc2c(c1)OCO2)c1nccc2ccccc12	0.8	0	-9	0.0
CCOC(=O)CSc1nc2cc(C(=O)N3CCCCC3)ccc2c(=O)n1Cc1ccccc1	-0.5	-1	-2	0.0
C=CCNC(=O)c1cc(-c2cc(OC)ccc2OC)on1	-0.1	-15	-4	0.0
Cc1cc(C)c(C(=O)N2CCc3c(cnc(C)c3CNC(=O)CSc3ccccc3)C2)[nH]1	-1.3	3	12	-0.7
O=C(Nc1ccccc1NC(=O)c1ccccn1)c1ccc2nccnc2c1	1.0	8	7	0.0
Cc1nc2ccccc2c(=O)n1NC(=O)c1cncc(Br)c1	-0.7	-6	9	-0.1
Brc1ccccc1-c1nnc2sc(C3COc4ccccc4O3)nn12 (stereo not given)	-1.5	15	-9	0.5
O=C(O)c1cnc(-c2ccccc2)nc1C(F)(F)F	-1.6	-8	2	-0.1
COc1cccc(CNc2nc3ccc(NC(C)=O)cc3s2)c1	0.9	-5	4	0.1
CC(C)CC(=O)Nc1nc2ccc(F)cc2s1	-1.7	-59	6	0.8
CC(=O)NS(=O)(=O)c1ccc(-c2ccc(C=C3C(=O)NC(=O)NC3=O)o2)cc1	-1.0	9	4	-0.4
O=C(CNCc1ccccc1F)N1CCN(C(=O)CNCc2ccccc2F)CC1	-0.4	6	61*	0.0
COc1ccc(C2=NN(C(=O)CSC3=NCCS3)C(c3ccc(F)cc3)C2)cc1 (stereo not given)	2.3	8	-1	-0.1
O=C(/C=C/c1ccccc1)O[C@H]1C[C@@H](O)[C@]2(O)C=CO[C@@H](O[C@@H]3O[C@H](CO)[C@@H](O)[C@H](O)[C@H]3O)[C@H]12	-1.4	6	29	0.0
O=C(/C=C/c1ccccc1)Nc1cc(C(=O)N2CCN(c3ccccc3)CC2)ccc1N1CC2CC(C1)c1cccc(=O)n1C2 (stereo not given)	-0.2	3	7	-0.2
Cc1ccc2c(n1)sc1c(=O)oc(C)nc12	1.5	0	-6	-0.1
Cc1ccc(C(=O)NCc2ccccn2)o1	-1.9	1	6	-0.5
O=C(CN1C(=O)CC(c2ccccc2)=Nc2ccccc21)Nc1ccccc1F	-2.8	4	-9	-0.1
COC(=O)c1ccc(C(=O)OC)c(NC(=O)c2cccc(Cl)c2)c1	-1.4	-8	2	0.3
O=C(NCCO)c1ccccc1-c1ccccc1	0.0	12	2	0.1
CCOC(=O)N1CCN(C(=O)CCSc2ccc(C)cc2)CC1	1.4	-19	-12	0.2
O=c1nc2s/c(=C/c3ccc([N+](=O)[O-])cc3)c(=O)n2nc1Cc1ccc(F)cc1	0.2	-7	0	-0.1
Cc1c(C(=O)NCC(c2ccc(F)cc2)N(C)C)cccc1[N+](=O)[O-] (stereo not given)	-0.2	-1	7	-0.1
COc1ccc2c(c1)c(=O)cc(C)n2CC(=O)Nc1ccccc1OC	-0.8	19	-6	0.0
CC(=O)Nc1cc(C(=O)NC2CCCC2)ccc1C	-0.9	-7	1	-0.1
N#C/C(C(=O)NNC(=O)c1cccs1)=C(/O)c1ccc([N+](=O)[O-])cc1	-4.0	-28	-6	-0.1
COc1ccccc1NC(=O)N1CCN(c2ccc3nnc(-c4ccccc4)n3n2)CC1	2.3	5	0	0.0
COCCNC(=O)c1nn(-c2ccc(OC)cc2)c(=O)c2ccccc12	-0.9	-5	-1	0.1
CCCCOC(=O)c1cccc(NC(=O)c2ccc(F)cc2)c1	1.3	-6	2	0.0
O=C(NCc1ccccc1)c1cccc(-c2ccc(N3CCOCC3)nc2)n1	0.3	-2	-6	-0.1
(list continues)
SMILES	GPR151 activ	TEAD-YAP inh	MITF inh	FBW7 activator
COCCCNS(=O)(=O)c1ccc2c(c1)OCC(=O)N2	-0.4	-3	-3	-0.1
CC(c1ccco1)N(C)Cc1ccc(C(=O)NCc2nc(-c3ccccc3)cs2)c(=O)[nH]1 (stereo not given)	-0.1	0	-3	-0.1
Cc1ccccc1NC(=O)C1C(=O)CN(c2ccccc2)C1=O (stereo not given)	0.8	-33	6	0.2
COc1ccc(C(CC(=O)Nc2ccc(C)cn2)N2Cc3ccccc3C2=O)cc1OC (stereo not given)	1.9	-12	-12	0.1
COCCn1cnc2c(c1=O)c1nc3ccccc3nc1n2Cc1ccccc1	-0.4	6	6	-0.1
COc1cccc(C(=O)Nc2ccc(-c3nc4ncccc4o3)cc2)c1	0.1	1	3	-0.1
O=C(Oc1ccc2[nH]cc(CCN3C(=O)c4ccccc4C3=O)c2c1)c1ccc(Cl)cc1	0.1	-14	8	1.0
O=C(C1=COCCO1)N1c2ccccc2Sc2ccccc21	-0.1	12	-15	0.1
CC(=O)NC(Cc1cccn1C)C(=O)NC1CCN(c2ncccc2[N+](=O)[O-])CC1 (stereo not given)	0.0	-4	6	0.0
O=C1N=C(N2CCCC2)S/C1=C\c1cccc(O)c1	0.6	0	0	-0.2

Some of these compounds in order of number of heavy atoms, rising:
SMILES	GPR151 activ	TEAD-YAP inh	MITF inh	FBW7 activator
O=C(C1=COCCO1)N1c2ccccc2Sc2ccccc21	-0.1	12	-15	0.1
Cc1ccccc1NC(=O)C1C(=O)CN(c2ccccc2)C1=O (stereo not given)	0.8	-33	6	0.2
COc1ccc(C(CC(=O)Nc2ccc(C)cn2)N2Cc3ccccc3C2=O)cc1OC (stereo not given)	1.9	-12	-12	0.1

(list continues)
SMILES	GPR151 activ	TEAD-YAP inh	MITF inh	FBW7 activator
CCC(=O)Oc1ccc2oc(-c3ccc(OC)cc3)cc(=O)c2c1	-0.6	6	21	0.3
COCCNC(=O)/C(C#N)=C/c1cn(Cc2cccc(F)c2)c2ccccc12	-0.1	-18	12	0.3
COc1cccc(CN2CCN(C3CCCCC3)C(CCO)C2)c1 (stereo not given)	-0.1	14	8	0.2
O=C(Cc1ccc(Br)cc1)Nc1ccc(Cl)c([N+](=O)[O-])c1	0.3	-1	12	0.2
CCOc1ccc2[nH]c(=O)c(CN(Cc3ccc4c(c3)OCO4)C(C)=O)cc2c1	-1.0	3	26	0.0
COc1ccc(N2COc3ccc4ccccc4c3C2)cc1	2.2	0	13	0.1
CCN1C(=O)c2ccccc2S(=O)c2ccc(C(=O)NCCCOC(C)C)cc21 (stereo not given)	0.0	13	1	0.2
Cc1cccc(OCCNc2cc(N3CCN(C)CC3)ccc2[N+](=O)[O-])c1	-0.8	4	-2	0.0
COc1ccc(-c2nc(CS(=O)(=O)CC(=O)NCCc3ccccc3)c(C)o2)cc1	3.6	2	18	0.3
COc1cccc(NC(=O)c2cc(C(=O)Nc3cccc(OC)c3)cc([N+](=O)[O-])c2)c1	-0.6	18	5	-0.2
O=C(Nc1ccccc1)C1CC=CCC1C(=O)OCC(Cl)=C(Cl)Cl (stereo not given)	1.8	-7	0	-0.1
COc1cc(C2C(C#N)=C(N)Oc3n[nH]c(-c4cccc([N+](=O)[O-])c4)c32)ccc1OC(=O)c1cccs1 (stereo not given)	-1.7	0	16	-0.1
CCS(=O)(=O)N1CCC(N2CCC(C)CC2)CC1	4.2	3	7	-0.2
Cc1nc(/N=C(\N)Nc2ccccc2)[nH]c(=O)c1C	-0.2	7	12	2.2*
Cc1cc(C)c(NC(=O)C(C)Sc2nc3ccc(NC(=O)c4cccc5ccccc45)cc3s2)c(C)c1 (stereo not given)	1.3	-3	4	0.1
Cc1cnccc1CN(C)Cc1ccc(OCC(O)CN2CCCCC2)cc1 (stereo not given)	1.2	-2	1	0.1
CCCn1cnc2sc(C(=O)Nc3cc(C)cc(C)c3)c(C)c2c1=O	0.9	-5	10	-0.1
CN(C(=O)CSc1nnc(Nc2ccccc2F)s1)C1CCS(=O)(=O)C1 (stereo not given)	0.5	-15	2	0.0
COc1ccc(C(=O)NC(C)CCCC(C)C)cc1OC (stereo not given)	-0.1	-11	0	-0.2
O=c1c2ccccc2nc(SCc2cccnc2)n1Cc1cccs1	-1.2	8	23	0.3
Cc1ccc(C(=O)/C=C\N2CCCCC2)cc1	5.2*	-6	14	0.1
Cc1cc(C)n2nc(CNS(=O)(=O)c3ccc(Br)s3)nc2n1	0.7	-10	16	1.1
Cc1c(Cl)cccc1NS(=O)(=O)c1cc(Br)cnc1N	-0.4	5	5	-0.3
O=C(CCCC(=O)N/N=C/c1ccccc1O)N/N=C/c1ccccc1O	-0.4	-3	0	-0.1
COC(=O)C1=CN(Cc2ccc(OC)cc2)C=C(C(=O)OC)C1c1ccc(F)c(Br)c1	-1.3	19	5	1.0
CCOC(=O)N1CCC(NC(=O)CCc2nc(-c3ccccc3F)no2)CC1	-0.3	1	17	0.2
CC1CCCN(C(=O)C23CCC(C)(C(=O)O2)C3(C)C)C1 (stereo not given)	0.9	12	0	-0.1
CCOC(=O)c1sc(NC(=O)CSc2nnc(C)s2)c(C(=O)OCC)c1C	-0.8	-16	-22	-0.1
CCc1sc(/C=C(/C#N)C(=O)OC)cc1Br	-0.9	-4	-10	-0.1
O=C(N/N=C/c1ccccn1)c1[nH]c2ccc([N+](=O)[O-])cc2c1-c1ccccc1	-0.1	21	28	-0.1

Looked up one by one from the entries so far, 2 records:
SMILES	GPR151 activ	TEAD-YAP inh	MITF inh	FBW7 activator
CCCn1cnc2sc(C(=O)Nc3cc(C)cc(C)c3)c(C)c2c1=O	0.9	-5	10	-0.1
COCCNC(=O)/C(C#N)=C/c1cn(Cc2cccc(F)c2)c2ccccc12	-0.1	-18	12	0.3

Nothing new here: five of the compounds above.
SMILES	GPR151 activ	TEAD-YAP inh	MITF inh	FBW7 activator
Cc1ccc(C(=O)/C=C\N2CCCCC2)cc1	5.2*	-6	14	0.1
Cc1cc(C)n2nc(CNS(=O)(=O)c3ccc(Br)s3)nc2n1	0.7	-10	16	1.1
Cc1c(Cl)cccc1NS(=O)(=O)c1cc(Br)cnc1N	-0.4	5	5	-0.3
O=C(CCCC(=O)N/N=C/c1ccccc1O)N/N=C/c1ccccc1O	-0.4	-3	0	-0.1
COC(=O)C1=CN(Cc2ccc(OC)cc2)C=C(C(=O)OC)C1c1ccc(F)c(Br)c1	-1.3	19	5	1.0

Continued.
SMILES	GPR151 activ	TEAD-YAP inh	MITF inh	FBW7 activator
CCOc1cccc(C2CC(c3cccc(OC)c3)=NC(c3cc(OC)ccc3OC)N2)c1O (stereo not given)	-2.0	7	8	0.0
Cc1nnc(NC(=O)Cn2c(=O)sc3ccccc32)s1	0.4	5	16	0.1
CCOC(=O)C1CCN(C(c2cccnc2)c2nnnn2Cc2ccccc2)CC1 (stereo not given)	-2.1	10	-7	-0.1
NNC(=O)c1cc(Br)c[nH]1	0.8	-42	-7	-0.1
CCCOc1cccc(C(=O)Nc2ccc(NC(=O)c3cccs3)cc2)c1	0.5	1	11	-0.1
Cc1ccc(NC(=O)CCCc2nc(-c3ccccc3)no2)cc1	-1.0	4	2	0.0
O=C(C1CC1)N1CCN=C1SCc1ccc(F)cc1	0.4	2	0	-0.1
O=C(COc1ccccc1Cl)Nc1ccc(-c2nc3ccccc3c(=O)o2)cc1	-0.3	-1	11	1.0
COc1cccc(-c2cnc(N3CCN(CCO)CC3)c3nccn23)c1	1.8	-31	-2	-0.3

From PubChem BioAssay

The order is random; any-hit rate near 3.4%.
